Compound activity from PubChem BioAssay.
AT treatment: qHTS Assay for Identifying a Potential Treatment of Ataxia-Telangiectasia; Potency, µM (highest dose often 57.5 µM), inactives show at the top dose activation, usual class: activators; AID 485349, 2010; […] A-T fibroblasts, KAP-1 phosphorylation AlphaLISA; neocarzinostatin DNA damage 30 min before lysis; actives 0.19% (n = 320,000); note: potency is the fitted concentration of half-maximal effect; % of control where 0% means no effect; nearly all actives have a fitted effect of over 45% in size
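hTERT-immortalized A-T patient fibroblasts ([…]), 500 cells/well in OPTI-MEM, 1% FBS, got compounds for 60 min, then NCS for 30 min at 37C. Lysates were then assayed for phospho-KAP-1 by AlphaLISA (anti-pKAP1 donor, anti-KAP1 acceptor beads), 6 hr at 25C.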
TRPV1 agonist: HTS Assay for Compounds that Act as Agonists of the Vanilloid Receptor 1; Transient receptor potential cation channel subfamily V member 1 (Homo sapiens), Q8NER1; TRPV1-expressing cells, Fluo-8 calcium influx, agonist mode; activation, % at 8.33 µM; actives 0.19% (n = 320,000); AID 540275, 2011; in the data active = activation above about 80%; inconclusive = between about 30% and that limit; note: 0% is about no effect
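TRPV1-expressing cells were cultured overnight at 35.5C and loaded with Fluo-8 calcium dye for 40 to 90 min at room temperature. After a 10 s baseline, compound was added and calcium influx was read kinetically for 3 min (ex 480/em 520 nm).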
KCNH2 3.1 inh: qHTS for Inhibitors of KCHN2 3.1: Mutant qHTS | Potassium voltage-gated channel subfamily H member 2, brain isoform KCNH2 3.1 (human) | U2OS KCNH2 3.1, thallium flux FluxOr; hits give low values | activity change, % (tested at about 1.8 µM) | actives 0.95% (n = 340,000);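 active = maximum activity change below -70%; inconclusive = maximum activity change from -70% to -50%; inactive = maximum activity change above -50%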;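 note: thallium influx rate constant from kinetic fluorescence after stimulation buffer; % is set by controls: 0 for no effect and ±100 for the full control effect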
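Kinetic fluorescence (2 min after stimulation buffer) measures Tl+ influx through KCNH2 3.1 expressed by viral transduction in U2OS cells; the rate constant is normalized against DMSO controls serving as positive and negative references.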
KCNH2 WT inh: qHTS for Inhibitors of KCHN2 3.1: Wildtype qHTS; Voltage-gated inwardly rectifying potassium channel KCNH2 (Homo sapiens), Q12809; U2OS, BacMam KCNH2, thallium flux FluxOr; hits give low values; activity change, % at 1.84 µM; actives 0.37% (n = 340,000);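 active = maximum activity change below -70%; inconclusive = maximum activity change between -70% and -50%; inactive = maximum activity change above -50%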; note: % is set by controls: 0 for no effect and ±100 for the full control effect
Target sequence (Q12809 whole entry, looked up): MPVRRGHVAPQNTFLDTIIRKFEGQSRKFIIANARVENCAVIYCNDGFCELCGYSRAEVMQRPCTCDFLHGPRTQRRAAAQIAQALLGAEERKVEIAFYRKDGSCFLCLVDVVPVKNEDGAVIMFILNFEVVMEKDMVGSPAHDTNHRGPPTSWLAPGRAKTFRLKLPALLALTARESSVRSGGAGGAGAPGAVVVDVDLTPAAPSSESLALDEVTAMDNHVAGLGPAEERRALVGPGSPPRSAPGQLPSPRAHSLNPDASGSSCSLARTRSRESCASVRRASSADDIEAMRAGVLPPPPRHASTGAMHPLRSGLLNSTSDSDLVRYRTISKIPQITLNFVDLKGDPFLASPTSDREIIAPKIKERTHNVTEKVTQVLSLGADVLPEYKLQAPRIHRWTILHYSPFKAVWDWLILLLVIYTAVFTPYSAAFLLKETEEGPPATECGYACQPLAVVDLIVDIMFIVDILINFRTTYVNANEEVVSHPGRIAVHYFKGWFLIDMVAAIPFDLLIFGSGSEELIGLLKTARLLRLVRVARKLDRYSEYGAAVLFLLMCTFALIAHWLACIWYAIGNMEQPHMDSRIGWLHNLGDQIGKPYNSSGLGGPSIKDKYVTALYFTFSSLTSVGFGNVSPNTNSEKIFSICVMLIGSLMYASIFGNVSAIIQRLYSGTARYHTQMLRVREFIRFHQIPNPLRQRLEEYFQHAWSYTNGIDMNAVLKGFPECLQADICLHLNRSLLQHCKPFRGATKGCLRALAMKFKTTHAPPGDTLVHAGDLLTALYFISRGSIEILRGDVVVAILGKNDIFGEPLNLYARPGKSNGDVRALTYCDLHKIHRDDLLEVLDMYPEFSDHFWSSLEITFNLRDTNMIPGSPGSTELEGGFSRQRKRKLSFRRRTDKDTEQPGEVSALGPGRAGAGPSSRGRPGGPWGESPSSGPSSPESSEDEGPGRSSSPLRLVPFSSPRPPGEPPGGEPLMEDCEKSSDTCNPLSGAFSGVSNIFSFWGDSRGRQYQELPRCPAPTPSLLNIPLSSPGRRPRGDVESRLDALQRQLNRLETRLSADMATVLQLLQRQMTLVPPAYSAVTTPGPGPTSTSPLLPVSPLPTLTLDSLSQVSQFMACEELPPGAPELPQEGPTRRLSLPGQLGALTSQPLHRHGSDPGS
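U2OS cells were transduced with wild-type KCNH2 virus (2.03 x 10^8 / mL) for 4 h at room temperature, then cultured overnight at 37 C. Thallium flux was read with FluxOr dye. Rate constants were normalized to DMSO controls.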
ELG1 DNA repair: qHTS screen for small molecules that inhibit ELG1-dependent DNA repair in human embryonic kidney (HEK293T) cells expressing luciferase-tagged ELG1; AID 504467, 2011; Potency, µM (series often up to 46.1 µM), for inactives: at the highest dose activity change, negative = inhibition, usual class: inhibitors; actives 2.3% (n = 330,000); HEK293T ELG1-luciferase reporter, luminescence, 16 h; DNA damage induced by 5-fluorouridine; note: potency is the fitted concentration of half-maximal effect; % is set by controls: 0 for no effect and ±100 for the full control effect; nearly all actives have a fitted effect of over 55% in size
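DMSO vehicle served as the neutral condition. Each well held 2,000 cells given 5-fluorouridine plus compound; after 16 hr at 37 °C/5% CO2, ONE-Glo was added and luciferase measured 30 min later.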
Mito fusion act: qHTS Assay for Small Molecule Inhibitors of Mitochondrial Division or Activators of Mitochondrial Fusion; S. cerevisiae fusion-defective mutant growth rescue, CellTiterGlo 48 h; Potency, µM (doses to about 46.1 µM), inactives show top-dose growth rescue (activation), most hits filed as activators; actives 0.23% (n = 320,000); AID 485298, 2010;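 note: potency is the fitted concentration of half-maximal effect; % of control where 0% means no effect; nearly all actives have a fitted effect of over 45% in size; temperature-sensitive fusion mutants such as fzo1-1 at 37 °C on non-fermentable ethanol glycerol medium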
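Yeast fusion mutant, YPEG (non-fermentable carbon), compound, 48 h at 37C non-permissive; CellTiterGlo added, 10 min RT, luminescence read. Rescued growth = division inhibition.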
TCR activator: Activators of T cell receptors: qHTS campaign | primary human leukocytes, anti-CD3, IL-2 HTRF, 48 h | Potency, µM (doses to about 9.22 µM), inactives show at the highest dose activation of IL-2 secretion, actives largely listed as activators | 330,000 tested, under 10 active | AID 504894, 2011; note: % of control where 0% means no effect
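1) Mix primary human leukocytes, a-CD3 beads and compound. 2) Incubate 48 hr. 3) Add HTRF IL-2 reagents (a-IL-2-K, a-IL-2-d2).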
TSHR antag: Antagonists of the Thyroid Stimulating Hormone Receptor: HTS campaign; TSHR-expressing cells, TSH-stimulated cAMP HTRF, 2 h; hits give low values; actives 0.2% (n = 330,000); activity change, negative = inhibition, % at 11.5 µM; Thyrotropin receptor (Homo sapiens), P16473;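 active = activity change below a set negative limit, meaning inhibition stronger than a set level, cut at about -70% in these data; inconclusive = activity change between two set negative limits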; note: % is set by controls: 0 for no effect and ±100 for the full control effect
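TSHR-expressing cells were treated with compounds, then stimulated with TSH at EC80 (4nM final) for 2 hours at 37 deg C. Cellular cAMP was measured by HTRF competition between lysate cAMP and cAMP-d2 for a cryptate-labelled anti-cAMP antibody.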
Eya2 phos inh: qHTS Assay for Inhibitors of the Phosphatase Activity of Eya2; recombinant Eya2, OMFP fluorescence dephosphorylation (OMFP is methylfluorescein phosphate); actives 0.006% (n = 330,000); Protein phosphatase EYA2 (Homo sapiens), O00167; Potency, µM (series often up to 76.9 µM), for inactives: at the highest dose activity, negative = inhibition, usual class: inhibitors; note: potency is the fitted concentration of half-maximal effect; % is set by controls: 0 for no effect and ±100 for the full control effect
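Eya2 (0.2 uM) preincubated 10 min at ambient with compound, then OMFP substrate added at 50 uM; 10 min reaction in 50 mM HEPES pH 7.5, 50 mM NaCl, 5 uM MgCl2, 0.05% BSA, 1 mM DTT. Fluorescence read at Ex 485/Em 525 nm.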
USP2a inh: qHTS Assay for Inhibitors of Ubiquitin-specific Protease USP2a Using CHOP2 as the Reporter; Ubiquitin carboxyl-terminal hydrolase 2 (Homo sapiens), O75604; USP2 core, Ub-CHOP2 coupled fluorogenic reporter, 485/531; Potency, µM (doses to about 38.3 µM), without a hit: at the top dose activity change, negative = inhibition, hits mostly inhibitors; actives 0.01% (n = 330,000); AID 463254, 2010;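 note: potency is the fitted concentration of half-maximal effect; plate controls were DMSO wells for no effect and full inhibition by NEM control for full effect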
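Deubiquitinase activity read as fluorescence (485/531 nm) after Ub-CHOP2 cleavage activates the enterokinase reporter on its substrate; USP2 core 10nM, Ub-CHOP2 and substrate 25nM each, 30min compound preincubation then 60min RT; data normalized to NEM, curves fitted.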
The depositor's hits bear a star; [ ] = dose if it differs, or a comment. Unless noted, calls come from the whole dose curve; as a rule, active = well fitted curve in the direction sought with a large enough effect; inconclusive = small, poorly fitted or top-dose-only effect, or another doubt; inactive = no such curve, though single readings can be large; an effect the other way counts as inactive or inconclusive. These rows are one share of the data; the hit share may differ from the screen's.

For COc1ccc(-c2cc(C)no2)cc1S(=O)(=O)N1CCCN(Cc2ccccc2Cl)C1 the results were AT treatment 3%, TRPV1 agonist 26, KCNH2 3.1 inh 1, KCNH2 WT inh 4, ELG1 DNA repair -3%, Mito fusion act -18%, TCR activator 5%, TSHR antag 15, Eya2 phos inh -17% and USP2a inh 2%.
For CCOC(=O)c1ccc2nc(NC(=O)C(C)C)sc2c1 the results were AT treatment -8%, TRPV1 agonist 14, KCNH2 3.1 inh -1, KCNH2 WT inh 7, ELG1 DNA repair inconclusive, Mito fusion act 15%, TCR activator -8%[46.1 µM], TSHR antag -5, Eya2 phos inh -17% and USP2a inh 0%.
`NCCCC(=O)N1c2ccccc2Sc2ccc(Cl)cc21` gave AT treatment -8%, TRPV1 agonist 2, KCNH2 3.1 inh -8, KCNH2 WT inh 7, ELG1 DNA repair inconclusive, Mito fusion act -22%, TCR activator -1%, TSHR antag -2, Eya2 phos inh -15% and USP2a inh 0%.
`COc1ccc(C)cc1NC(=O)c1ccc(NS(=O)(=O)c2cccs2)cc1` gave AT treatment 5%, TRPV1 agonist 4, KCNH2 3.1 inh 2, KCNH2 WT inh -4, ELG1 DNA repair -3%, Mito fusion act 29%, TCR activator -4%, TSHR antag 22, Eya2 phos inh -5% and USP2a inh -8%.
For COc1ccc(NC(=O)C2CCCN2C(=O)NC2CCCCC2)cc1 (centres undefined) the results were AT treatment 5%, TRPV1 agonist 3, KCNH2 3.1 inh 1, KCNH2 WT inh -20, ELG1 DNA repair 3%, Mito fusion act 3%, TCR activator -7%, TSHR antag 8, Eya2 phos inh inconclusive and USP2a inh -3%.
Screening NC(=O)c1ccccc1OCCOc1ccc(Br)cc1 returned AT treatment -8%, TRPV1 agonist 1, KCNH2 3.1 inh 12, KCNH2 WT inh -4, ELG1 DNA repair -9%, Mito fusion act -8%, TCR activator -3%, TSHR antag -21, Eya2 phos inh 1% and USP2a inh -5%.
`O=C(O)CC(=O)Nc1cc(Cl)ccc1O` gave AT treatment 1%, TRPV1 agonist -1, KCNH2 3.1 inh 6, KCNH2 WT inh -18, ELG1 DNA repair 7%, Mito fusion act -1%, TCR activator 0%, TSHR antag 4, Eya2 phos inh 2% and USP2a inh 1%.
N#Cc1c2n(c(=S)n(-c3ccccc3)c1=O)CCCCC2 was read as AT treatment -2%, TRPV1 agonist 4, KCNH2 WT inh -9, ELG1 DNA repair 2%, Mito fusion act -2%, TCR activator 3%, TSHR antag 6, Eya2 phos inh 1% and USP2a inh 0%.
For Cc1cc(N2CCOCC2)c2c(N)cc(C)c(C)c2n1 the results were TRPV1 agonist 1, KCNH2 3.1 inh 6, KCNH2 WT inh -1, ELG1 DNA repair inconclusive, Mito fusion act 2%, TCR activator 9%, TSHR antag 13, Eya2 phos inh 1% and USP2a inh 0%.
Screening O=C1c2ccccc2C(=O)C12OC2c1ccc(Cl)cc1Cl (centres undefined) returned AT treatment 10%, TRPV1 agonist 7, KCNH2 3.1 inh 14, KCNH2 WT inh 8, ELG1 DNA repair -11%, Mito fusion act -22%, TCR activator -4%[46.1 µM], TSHR antag 5, Eya2 phos inh -1% and USP2a inh 2%.
O=C(O)c1ccc2c(c1)C(=O)N(c1ccc(OCc3ccccc3)cc1)C2=O was read as AT treatment -4%, TRPV1 agonist -3, KCNH2 3.1 inh -1, KCNH2 WT inh -9, ELG1 DNA repair 7%, Mito fusion act 3%, TCR activator 8%, TSHR antag -9, Eya2 phos inh -8% and USP2a inh -2%.
`CCc1[nH]nc2c1C1(C(=O)N(Cc3ccccc3)c3ccccc31)C(C#N)=C(N)O2` (centres undefined) gave AT treatment 0%, TRPV1 agonist -1, KCNH2 3.1 inh 7, KCNH2 WT inh 9, ELG1 DNA repair 1%, Mito fusion act 3%, TCR activator -31%, TSHR antag 2, Eya2 phos inh 6% and USP2a inh 1%.
Screening CCOC(=O)CCSCC(=O)Nc1nnc(C)s1 returned AT treatment 3%, TRPV1 agonist -1, KCNH2 3.1 inh 5, KCNH2 WT inh 1, ELG1 DNA repair 13%, Mito fusion act -5%, TCR activator -3%, TSHR antag 0, Eya2 phos inh -12% and USP2a inh 1%.
`CCOC(=O)C1CCCN(c2c(N3CCc4ccccc4C3)c(=O)c2=O)C1` (centres undefined) gave AT treatment 7%, TRPV1 agonist 4, ELG1 DNA repair 2%, Mito fusion act -4%, TSHR antag -8, Eya2 phos inh -14% and USP2a inh -6%.
`CCc1cc(=O)n2[nH]c(-c3ccccc3)c(-c3ccccc3)c2n1` gave AT treatment 3%, TRPV1 agonist 1, KCNH2 3.1 inh 23, KCNH2 WT inh 2, ELG1 DNA repair inconclusive, Mito fusion act -37%[inhibitor], TCR activator 2%, TSHR antag -3, Eya2 phos inh 2% and USP2a inh 4%.
`CN1C(=O)/C(=C/c2ccccc2OCc2ccccc2F)NC1=S` gave AT treatment 3%, TRPV1 agonist inconclusive, KCNH2 3.1 inh 0, KCNH2 WT inh 10, ELG1 DNA repair 1%, Mito fusion act -5%, TCR activator 3%, TSHR antag -10, Eya2 phos inh -12% and USP2a inh 4%.
CN(Cc1cnn(C)c1)C(=O)CC1C(=O)NCCN1Cc1cccc(Oc2ccccc2)c1 (centres undefined) was read as AT treatment 0%, TRPV1 agonist -2, KCNH2 3.1 inh 4, KCNH2 WT inh -1, ELG1 DNA repair -8%, Mito fusion act -1%, TCR activator -1%, TSHR antag -5, Eya2 phos inh -15% and USP2a inh 0%.
For CCCCn1c(CCNC(=O)CCC)nc2ccccc21 the results were AT treatment 11%, TRPV1 agonist 9, KCNH2 3.1 inh 3, KCNH2 WT inh -5, ELG1 DNA repair 13%, Mito fusion act -6%, TCR activator 4%, TSHR antag -1, Eya2 phos inh 1% and USP2a inh 1%.
For CCCCCC(=O)N/N=C(\C)c1ccc(Cl)cc1 the results were AT treatment -2%, TRPV1 agonist inconclusive, KCNH2 3.1 inh 9, KCNH2 WT inh -30, ELG1 DNA repair 6%, Mito fusion act -2%, TCR activator 0%, TSHR antag -6, Eya2 phos inh -3% and USP2a inh 3%.
`COC(=O)c1ccc(CSc2nncn2N)cc1` gave AT treatment -10%, TRPV1 agonist -1, KCNH2 3.1 inh -7, KCNH2 WT inh 2, ELG1 DNA repair 13%, Mito fusion act 2%, TCR activator 4%, TSHR antag 16, Eya2 phos inh 1% and USP2a inh 3%.

2 compounds picked at random from those above:
O=C(O)c1ccc2c(c1)C(=O)N(c1ccc(OCc3ccccc3)cc1)C2=O was read as AT treatment -4%, TRPV1 agonist -3, KCNH2 3.1 inh -1, KCNH2 WT inh -9, ELG1 DNA repair 7%, Mito fusion act 3%, TCR activator 8%, TSHR antag -9, Eya2 phos inh -8% and USP2a inh -2%.
Screening NC(=O)c1ccccc1OCCOc1ccc(Br)cc1 returned AT treatment -8%, TRPV1 agonist 1, KCNH2 3.1 inh 12, KCNH2 WT inh -4, ELG1 DNA repair -9%, Mito fusion act -8%, TCR activator -3%, TSHR antag -21, Eya2 phos inh 1% and USP2a inh -5%.

(listing goes on)
Screening Cc1cc(NCc2ccccn2)ccc1Br returned AT treatment 1%, TRPV1 agonist 5, KCNH2 3.1 inh -25, KCNH2 WT inh -5, ELG1 DNA repair inconclusive, Mito fusion act 0%, TCR activator -4%, TSHR antag 6, Eya2 phos inh -2% and USP2a inh 0%.
`Cc1ccc(N(C)S(=O)(=O)c2cccc(C(=O)Nc3ccc(N4CCOCC4)cc3)c2)cc1` gave AT treatment -12%, TRPV1 agonist 19, KCNH2 3.1 inh -2, KCNH2 WT inh -11, ELG1 DNA repair 16µM*, Mito fusion act 10%, TCR activator 5%, TSHR antag -11, Eya2 phos inh -2% and USP2a inh -10%.
`Cc1ccc(Cc2nnc(SCC(=O)Nc3ccccc3)[nH]c2=O)cc1` gave AT treatment 2%, TRPV1 agonist -1, KCNH2 3.1 inh 10, KCNH2 WT inh -10, ELG1 DNA repair 14%, Mito fusion act -10%, TCR activator 0%, TSHR antag -2, Eya2 phos inh -28% and USP2a inh -1%.
For CC(=O)NCCNC(=O)C1CCCCN1S(=O)(=O)c1ccccc1 (centres undefined) the results were AT treatment 1%, TRPV1 agonist 1, KCNH2 3.1 inh 59, KCNH2 WT inh -10, ELG1 DNA repair -9%, Mito fusion act 19%, TCR activator 4%, TSHR antag -1, Eya2 phos inh 7% and USP2a inh -1%.
